PI4K2A inh: blocks human PI4K2A kinase activity | 420,000 compounds, 0.13% hits | activity change, negative = inhibition, % at 76.9 µM | purified PI4K2A, ADP-Glo luminescence, 1 h; hits give low values | AID 1346378; in the data active = activity change below about -50%; inconclusive = mostly about -30% to -49%;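 note: -100% = wells without enzyme as full effect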
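Compounds are screened against recombinant PI4K2A using PI as substrate and ATP, the latter dispensed at 300 microM. Reactions run one hour at ambient temperature before ADP-Glo detection; full inhibition defined by wells lacking enzyme.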
ERG-DNA inh: inhibitors of human ERG Ets domain-DNA interaction | P11308 | fluorescence polarization, His-ERG Ets domain / labelled DNA | Potency, µM (titrated, usually from 76.9 µM), without a hit: top-dose FP activity, negative = inhibition, most hits filed as inhibitors | 370,000 compounds, 0.028% hits; active = well fitted inhibition curve with a large enough effect in the polarisation, with a control signal flat; inconclusive = small, poorly fitted or top-dose-only effect, or effect the other way, or a change in a side signal; inactive = no such curve, though single readings can be large or run the other way; the % refers to the polarisation;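 note: polarization taken with two DNA probes labelled with fluorescein and Texas red; potency is the fitted concentration of half-maximal effect; % of control where 0% means no effect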
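His-tagged ERG Ets domain (1 uM in the protein solution; 300mM KCl, 50mM Tris-HCl, 1mM EDTA, 1mM DTT, pH 7.5) received compound, then a probe mix of 5 nM fluorescein-DNA and 100nM Texas-615-DNA. Fluorescence polarization was read for both dyes.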
GLS inh: glutaminase GLS (human) inhibition; O94925; GLS enzymatic activity, qHTS titration; Potency, µM (top dose mostly 45.5 µM), for the others: top-dose activity change, negative = inhibition, actives largely listed as inhibitors; 410,000 compounds, 0.21% hits; AID 624170; note: potency is the fitted concentration of half-maximal effect; % is set by controls: 0 for no effect and ±100 for the full control effect
Target sequence (O94925 whole entry, looked up): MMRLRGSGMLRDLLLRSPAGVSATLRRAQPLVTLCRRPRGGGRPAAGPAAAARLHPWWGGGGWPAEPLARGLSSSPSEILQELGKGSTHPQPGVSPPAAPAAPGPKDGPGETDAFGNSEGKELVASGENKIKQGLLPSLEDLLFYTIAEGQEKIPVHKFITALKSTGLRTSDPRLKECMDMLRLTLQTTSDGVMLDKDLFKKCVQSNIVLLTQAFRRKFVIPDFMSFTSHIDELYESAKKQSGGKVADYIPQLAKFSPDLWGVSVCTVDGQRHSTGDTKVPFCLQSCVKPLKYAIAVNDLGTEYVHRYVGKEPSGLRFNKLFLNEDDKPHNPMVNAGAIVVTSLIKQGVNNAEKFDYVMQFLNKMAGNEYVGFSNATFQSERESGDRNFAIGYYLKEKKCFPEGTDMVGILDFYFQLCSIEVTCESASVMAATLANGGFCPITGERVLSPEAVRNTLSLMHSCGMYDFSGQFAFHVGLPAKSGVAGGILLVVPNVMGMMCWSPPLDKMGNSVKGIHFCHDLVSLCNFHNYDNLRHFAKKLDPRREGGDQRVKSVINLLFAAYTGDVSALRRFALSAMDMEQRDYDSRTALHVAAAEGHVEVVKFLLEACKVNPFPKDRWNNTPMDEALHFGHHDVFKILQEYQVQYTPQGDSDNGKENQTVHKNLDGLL
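Assay buffer: 45 mM KH2PO4 pH 8.2, 0.02% Tween-20. hKGA acts on L-glutamine (1 mM solution added); product glutamate is reported by an oxidase/peroxidase Amplex Red coupling, with fluorescence taken at baseline and 30 min.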
PGK inhibitor: T. brucei PGK inhibition; P07378; PGK/GAPDH coupled, Kinase-Glo luminescence, 60 min; 380,000 compounds, 0.043% hits; Potency, µM (doses to about 57.5 µM), inactives show top-dose activity change, negative = inhibition, hits mostly inhibitors; note: potency is the fitted concentration of half-maximal effect; % is set by controls: 0 for no effect and ±100 for the full control effect; nearly all actives have a fitted effect of over 60% in size
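Recombinant glycosomal PGK reaction used 1,3-bisphosphoglycerate generated in-well by GAPDH (100nM final) in 100mM TEA pH 7.6, 5mM MgCl2, 0.01% Tween-20. After 60 minutes at room temperature, ATP was read by Kinase-Glo Plus luminescence end-point.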
G9a inh: inhibitors of human histone lysine methyltransferase G9a. Q96KQ7. G9a H3K9 monomethylation, AlphaScreen, 2 h. Potency, µM (top dose mostly 102 µM), for inactives: at the top dose activity, negative = inhibition, usual class: inhibitors. 350,000 compounds, 8.8% hits. AID 504332; note: potency is the fitted concentration of half-maximal effect; % is set by controls: 0 for no effect and ±100 for the full control effect; nearly all actives have a fitted effect of over 75% in size
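Step 1: enzyme (final 20 nM) with compound, 15 min RT. Step 2: substrate peptide 500 nM and SAM 20 uM, 2 h RT. Step 3: anti-H3K9me1 antibody and AlphaScreen beads, 10 min, then plate read.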
BAZ2B block: BAZ2B (human) inhibition; 360,000 compounds, 4.4% hits; Potency, µM (doses to about 114 µM), without a hit: top-dose activity change, negative = inhibition, hits mostly inhibitors; Q9UIF8; AlphaScreen BAZ2B-H3K14Ac peptide displacement; note: potency is the fitted concentration of half-maximal effect; % is set by controls: 0 for no effect and ±100 for the full control effect; nearly all actives have a fitted effect of over 60% in size
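Complex of BAZ2B and biotin-H3K14Ac (50 nM apiece) forms over 30 min at RT, then faces library compounds up to 110 uM for another 30 min; AlphaScreen beads added, 20 min dark incubation, luminescence read.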
HP1b chromo inh: HP1-beta chromodomain-methylated histone interaction inhibition; P83916; AlphaScreen HP1-beta / biotin-H3K9me3 peptide binding; Potency, µM (doses to about 114 µM), inactives show top-dose activity change, negative = inhibition, actives largely listed as inhibitors; 390,000 compounds, 0.56% hits; AID 540317; note: potency is the fitted concentration of half-maximal effect; nearly all actives have a fitted effect of over 70% in size; inactives centre near 23
Target sequence (P83916 whole entry, looked up): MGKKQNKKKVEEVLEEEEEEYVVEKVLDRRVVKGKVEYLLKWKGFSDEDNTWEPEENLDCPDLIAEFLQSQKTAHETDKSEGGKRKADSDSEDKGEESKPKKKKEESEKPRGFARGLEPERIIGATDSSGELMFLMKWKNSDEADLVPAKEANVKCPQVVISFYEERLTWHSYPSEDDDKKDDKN
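Compound inhibition of the preformed complex between 50 nM HP1-beta and 50 nM biotinylated H3K9me3 peptide was read by AlphaScreen. Buffer was PBS pH 7.4 with 0.01% Tween-20. Incubations ran 30 min at room temperature, with 10 ug/mL donor/acceptor beads.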
Pin1 inh: blocks the human prolyl isomerase Pin1 | Q13526 | Pin1 FP peptide displacement, HiFluor488, 10 min | Potency, µM (series often up to 115 µM), for inactives: top-dose activity, negative = inhibition, usual class: inhibitors | 390,000 compounds, 0.009% hits | AID 504891; active = well fitted inhibition curve with a large enough effect in the polarisation, with a control signal flat, not every such curve was filed as active; inconclusive = small, poorly fitted or top-dose-only effect, or effect the other way, or a change in a side signal; inactive = no such curve, though single readings can be large or run the other way; the % refers to the polarisation; note: potency is the fitted concentration of half-maximal effect; % is set by controls: 0 for no effect and ±100 for the full control effect
Target sequence (Q13526 whole entry, looked up): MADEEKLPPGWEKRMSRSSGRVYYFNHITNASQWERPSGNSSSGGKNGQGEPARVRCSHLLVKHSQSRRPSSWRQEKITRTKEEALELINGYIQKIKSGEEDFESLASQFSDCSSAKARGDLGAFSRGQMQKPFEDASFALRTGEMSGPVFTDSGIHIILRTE
JMJD2A Tudor: JMJD2A Tudor domain (human) inhibition; O75164; AlphaScreen JMJD2A-Tudor / H3K4me3 peptide binding; Potency, µM (highest dose often 114 µM), for inactives: at the highest dose activity change, negative = inhibition, actives largely listed as inhibitors; 390,000 compounds, 4.4% hits; AID 504339; note: potency is the fitted concentration of half-maximal effect; % is set by controls: 0 for no effect and ±100 for the full control effect; nearly all actives have a fitted effect of over 50% in size
The depositor's hits bear a star; i = inactive; ? = inconclusive; · = not tested or not shown; [ ] = remark or other dose. Unless noted, calls come from the whole dose curve; as a rule, active = well fitted curve in the direction sought with a large enough effect; inconclusive = small, poorly fitted or top-dose-only effect, or another doubt; inactive = no such curve, though single readings can be large; an effect the other way counts as inactive or inconclusive.

G9a inh,Pin1 inh,JMJD2A Tudor,PI4K2A inh,HP1b chromo inh,PGK inhibitor,GLS inh,SMILES,BAZ2B block,ERG-DNA inh
?,?,-21.5%,-0.8,9.6%,-1.1%,18.9%,CC(SCc1ccccc1)C(=O)Nc1ccc2c(c1)OCO2 (centres undefined),-9.9%,-6.6%
0.708µM*,2.0%,22.4µM*,2.7,?,-2.3%,-20.9%,Oc1ccc(C23CC4CC(CC(C4)C2)C3)cc1O,?,-6.7%
-42.7%[12.7 µM],-13.5%,-5.8%,-14.5,2.6%,-14.8%,2.4%,CCCN1C(=O)c2ccc(C(=O)NCc3ccco3)cc2C1=O,-5.3%,6.5%
?,-13.8%,0.7%,5.1,35.4%,i,-13.9%,CSc1nnc(C)c(=O)n1COC(=O)COc1ccc(F)cc1,0.2%,9.8%
5.4%[59 µM],-2.6%,-9.7%,6.6,22.7%[57 µM],i,-4.8%,CCc1ccccc1NC(=O)CCNS(=O)(=O)c1ccc2c(c1)CCN2C(=O)C1CC1,1.6%,-5.2%
?,-4.2%,-30.2%,1.3,1.5%,i,-6.5%,CC1(C)Cc2c(sc3[nH]c(=S)n(Cc4ccccc4)c(=O)c23)CO1,7.5%,·
25.0%[59 µM],-0.6%,-16.6%,-0.7,18.1%[57 µM],-5.8%,3.7%,Cc1cc(C)cc(NC(=O)CSCc2cc(=O)c3cc(Cl)ccc3[nH]2)c1,3.8%,0.8%
-25.6%,3.0%,2.2%,-3.5,26.6%,7.0%,-2.2%,CCCC(=O)N1CCN(C2=NS(=O)(=O)c3ccccc32)CC1,8.8%,-9.5%
?,10.0%,-12.7%,-1.8,15.3%,2.3%,53.4%[activator],COCCCNC(=S)Nc1ccc(N2CCCCC2)cc1,?,13.0%
0.0%,1.4%,2.8%,-1.0,37.6%[activator],i,33.7%[activator],COc1ccc(NC(=S)NCc2cccnc2)cc1,3.8%,-10.4%
·,7.6%,-21.9%,-1.9,23.3%,i,3.9%,O=c1c2ccccc2nc(/C=C/c2cc(Br)ccc2O)n1CCO,·,9.8%
9.0%[59 µM],1.0%,-9.3%,-0.8,17.0%,2.4%,4.6%,COc1ccc(Cl)cc1NC(=O)COC(=O)CC(C)(C)CC1=NS(=O)(=O)c2ccccc2N1,-17.3%,2.6%
·,-1.2%,-12.5%,-1.3,17.3%,-4.8%,-3.6%,NCCC1CN(C(=O)OCc2ccccc2)c2ccccc21 (centres undefined),·,·
-24.2%[59 µM],0.5%,-15.7%[57.1 µM],-0.4,26.5%,-2.6%,-1.2%,Nc1nnc(SCC(=O)NC2CCCCC2)n1-c1ccccc1,-10.4%,3.2%
·,-0.4%,-6.1%,1.4,30.8%,-1.7%,-5.7%,CC(C)Oc1ccc(C2CC(=O)NC2=O)cc1 (centres undefined),0.2%,0.7%
1.5%[59 µM],-1.4%,6.6%,-0.8,72.0%[activator],-8.7%,-0.5%,COc1cc(CN(C(=O)c2ccc(C)cc2)C2CCS(=O)(=O)C2)cc(OC)c1OC (centres undefined),2.5%,-4.5%
86.8%[activator][59 µM],-10.1%,199.2%[activator],-8.4,417.6%,i,-8.5%,Fc1ccccc1OCCSc1nc2ccccc2o1,221.9%[activator],-1.2%
·,0.6%,-11.6%,0.9,20.1%,5.6%,-1.8%,Cc1cccc(C)c1NC(=O)CNC(=O)c1ccc2c(c1)NC(=O)CS2,·,-9.2%
50.1µM*,-11.4%,-13.0%,-0.4,21.8%,7.2%,-0.7%,CCOC(=O)C1CCN(C(=O)c2cccc(NS(=O)(=O)c3ccc(F)c(F)c3)c2)CC1,-20.1%,-7.9%
?,21.1%,-25.6%,11.2,38.8%,-6.9%,9.3%,Cc1ccc(O)c(NC(=O)CCS(=O)(=O)c2nc(-c3ccc4c(c3)OCO4)cc(C(F)(F)F)n2)c1,-27.0%,2.3%
?,-1.3%,-25.7%,4.5,2.5%,-0.3%,-3.7%,CCCCCc1ccc(OCCCC[n+]2cccc(C)c2)c(CCCCC)c1,-33.9%,9.0%
34.7%[12.7 µM],-6.5%,-6.3%,2.7,8.8%,-7.5%,1.3%,COc1cccc(NC(=O)COC(=O)c2c(-c3ccccc3)noc2C)c1,-4.6%,0.8%
·,0.7%,0.0%,0.1,15.9%,-6.1%,1.4%,CN1C[C@@H]2[C@@H]3C(=O)N(C)C(=O)[C@@H]3[C@](C)(C1=O)N2C(=O)c1ccc(Cl)c(Cl)c1,·,-6.1%
-1.4%,-1.5%,-9.9%,1.6,32.8%[activator],-1.8%,-0.6%,CC1Cc2nc(SCC(N)=O)n(C)c(=O)c2S1 (centres undefined),7.7%,2.2%
9.6%[2.33 µM],-0.3%,-3.4%,-3.4,15.6%,-10.4%,-1.2%,CCCNC(=O)c1ccc(S(N)(=O)=O)cc1,8.6%,-6.0%
5.6%,6.9%,-12.5%,-2.3,29.1%,i,-11.1%,Cc1nnc(SCCOC(N)=O)n1C,4.9%,-0.7%
0.3%,0.3%,-3.0%,1.4,41.0%[activator],-0.8%,0.6%,CCCc1cc(=O)oc2cc(OC(C)C(=O)NCCCn3ccnc3)ccc12 (centres undefined),-15.3%[57.1 µM],-10.9%
·,3.2%,27.1%,-22.4,61.5%[activator],i,-7.8%,O=C(Nc1ccc(F)cc1F)c1csc(-c2ccccc2)n1,4.2%,-1.2%
-4.2%[12.7 µM],-9.5%,-6.8%,-1.7,14.0%,-0.7%,3.8%,O=C(Nc1cccc(Cl)c1)OCc1cn(-c2ccc(Cl)cc2)nn1,-24.7%,-0.5%
-0.3%[59 µM],-0.6%,-13.0%,-2.7,16.6%,-1.0%,-3.3%,CCn1nnc2cc(C(=O)Nc3cc(C)ccc3C)ccc21,1.1%,0.6%
3.55µM*,?,10µM*,-9.3,15.8µM*,-7.2%,?,O=C(Cc1csc(N2CCOCC2)n1)N/N=C/c1ccc(O)c(O)c1O,·,14.4%
-5.4%,-2.4%,-19.0%,3.5,10.0%,-4.2%,1.0%,COc1ccc(-c2[nH]n(-c3ccc([N+](=O)[O-])cc3)c(=O)c2C=NCC2CCCO2)cc1 (centres undefined),-16.3%,1.3%
23.3%[59 µM],2.0%,-24.3%,5.0,30.4%,-0.7%,-8.5%,CCCCc1nc2cc(C(=O)NCc3nccn3CC)ccc2o1,-16.4%,-9.4%
-13.7%,-5.4%,-25.5%,2.7,2.1%,-12.2%,-1.6%,COc1ccc(CN2CCC(=O)N([C@H](CO)Cc3ccccc3)CC2)cc1,1.3%,0.0%
?,4.4%,-9.6%,1.3,34.9%,6.1%,13.6%,Cc1ccc(C(=O)NC(=S)NCc2cccnc2)cc1C,-30.4%,-4.1%
-4.4%,-4.3%,-15.6%,-7.6,14.5%,-0.7%,2.0%,COc1ccc(C(=O)NCc2ccc(-c3nc4ccccc4s3)cc2)cc1OC,3.6%,-2.7%
-17.3%,2.0%,-8.0%,1.2,16.2%,i,3.6%,CCOC(=O)N1CCN(C(=O)CSc2ccc(-c3ccccc3OC)nn2)CC1,-13.8%,7.2%
50.1µM*,-2.2%,-18.3%,-6.2,-1.9%,i,3.6%,O=C(CSc1nnc(-c2ccncc2)s1)Nc1ccc(Cl)c(C(=O)O)c1,?,-6.9%
9.9%[59 µM],-11.6%,5.0%,6.8,34.9%,3.8%,-5.9%,Cn1nnc2cc(C(=O)N3CCSCC3)ccc21,2.7%,8.0%
-30.8%[59 µM],-4.7%,-5.8%,1.5,20.3%,-1.8%,0.5%,Cc1cc(NC(=O)c2cc(-c3ccc(Cl)cc3)on2)n(-c2ccccc2)n1,1.9%,4.3%
·,5.9%,-9.2%,-1.1,38.0%,-11.6%,18.2%,COc1ccc(-c2cc(C)no2)cc1S(=O)(=O)Nc1ccc(NC(C)=O)cc1,-21.4%,-1.0%
-8.0%[59 µM],-1.6%,0.0%,-5.9,29.7%,-5.5%,9.4%,COc1ccc2c(c1)c1c(c(=O)n(-c3cccc(C)c3)c(=O)n1Cc1cccc(Cl)c1)n2C,-5.7%,0.2%
-8.0%[59 µM],-1.3%,-10.0%,1.3,49.8%[activator],-6.1%,2.9%,Cn1nnnc1SCC(=O)Nc1ccc(Oc2ccccc2)cc1,12.9%,7.3%
·,21.4%,-37.9%,4.5,20.9%,i,-6.3%,COc1ccc(N2C(=O)N3[C@H](c4ccc(Cl)cc4)[C@@H]4C(=O)N(C5CCCCC5)C(=O)[C@@H]4[C@]3(C)C2=O)cc1,0.4%,1.7%
8.4%[12.7 µM],-2.2%,-5.8%,-24.8,40.8%[activator],-10.1%,-4.3%,COc1cccc(C(=O)Nc2ccc(C)cc2)c1,2.6%,-5.6%

From PubChem BioAssay
